Compound activity deposited in PubChem BioAssay by National Center for Advancing Translational Sciences (NCATS).
KCNH2 3.1 inh: qHTS for Inhibitors of KCHN2 3.1: Mutant qHTS; actives 0.95% (n = 340,000); activity change, % (tested at about 1.8 µM); Potassium voltage-gated channel subfamily H member 2, brain isoform KCNH2 3.1 (human); U2OS KCNH2 3.1, thallium flux FluxOr; hits give low values; AID 720553, 2013;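 active = maximum activity change below -70%; inconclusive = maximum activity change from -70% to -50%; inactive = maximum activity change above -50%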;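 note: thallium influx rate constant from kinetic fluorescence after stimulation buffer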
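Kinetic fluorescence (2 min after stimulation buffer) measures Tl+ influx through KCNH2 3.1 expressed by viral transduction in U2OS cells; the rate constant is normalized against DMSO controls serving as positive and negative references.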
* hit, by the source's call; u = inconclusive. % is set by controls: 0 for no effect and ±100 for the full control effect. A portion of the library, so the mix of outcomes need not match the whole.

SMILES	KCNH2 3.1 inh
CCN1CCN(c2sc(S(=O)(=O)CC)nc2S(=O)(=O)c2ccc(C)cc2)CC1	-11
Nc1c(C(=O)Nc2ccccc2)sc2nc(N3CCOCC3)c3c(c12)CCCC3	10
C[C@@H]1CN([C@H](C)CO)C(=O)CCCn2nncc2CO[C@@H]1CN(C)S(=O)(=O)c1cccc(C#N)c1	-103*
C[C@@H]1CN([C@@H](C)CO)C(=O)CCCn2nncc2CO[C@H]1CN(C)Cc1ccncc1	-12
C[C@H](CO)N1C[C@H](C)[C@@H](CN(C)S(=O)(=O)c2ccccc2)OCc2cnnn2CCCC1=O	15
COC(=O)C[C@H]1C[C@H]2c3cc(NS(=O)(=O)c4ccc(OC)cc4)ccc3O[C@H]2[C@H](CO)O1	1
CC(=O)Nc1ccc(S(=O)(=O)NC(C)C(=O)OCC(=O)Nc2ccc(F)cc2Cl)cc1 (centres undefined)	8
CCOc1ccc(NC(=O)c2cccc(S(=O)(=O)NCc3cccnc3)c2)cc1	3
COc1ccccc1CCC(=O)Nc1ccc(S(=O)(=O)Nc2ncccn2)cc1	4
CC(=O)Nc1ccc(NC(=O)COc2cccc3ccccc23)cc1	-6
C[C@@H]1CN([C@H](C)CO)C(=O)CCCn2nncc2CO[C@H]1CN(C)S(=O)(=O)c1ccc(-n2cccn2)cc1	9
NC(=O)c1ccc(NS(=O)(=O)c2ccc(S(=O)(=O)N3CCCC3)cc2)cc1	15
COC1CC(=O)C2OC(c3ccccc3)OCC2O1 (centres undefined)	32
COc1cc2c(cc1CNC[C@H]1O[C@@H](n3cc(C)c(=O)[nH]c3=O)C[C@@H]1O)OCO2	4
C=CCn1c(C)nnc1SCC(=O)N1c2ccccc2NC(=O)C1(C)C	0
CC(C)(C)OC(=O)NCCc1onc(-c2ccccc2F)c1C(=O)O	36
O=C(c1ccco1)N1CC2(CC(c3ccc(Cl)cc3)=NO2)CN1Cc1ccc(Br)cc1 (centres undefined)	u
CCN(CC)C(=O)C1=C(C)N(Cc2ccc(C(C)(C)C)cc2)C(=O)C(CC(=O)NCCN2CCOCC2)C1 (centres undefined)	-9
COc1ccc(Cl)cc1C(=O)NC1CC(C)(C)NC(C)(C)C1	-2
COCC#Cc1ccc2c(c1)O[C@@H](CN(C)S(=O)(=O)c1cccc(F)c1)[C@@H](C)CN([C@H](C)CO)S2(=O)=O	9
CC1=NCC(C)c2ccccc21 (centres undefined)	5
CN(C(=O)CCN1C(=O)/C(=C/c2ccc(F)cc2)SC1=S)C1CCS(=O)(=O)C1 (centres undefined)	-7
Cc1ccc(S(=O)(=O)n2cccc2/C=C/[N+](=O)[O-])cc1	7
Cc1cc(/C=C(\C#N)C(=O)NCc2ccccc2)c(C)[nH]1	5
CC1CN(C(=O)COC(=O)c2cc(=O)[nH]c3ccccc23)CC(C)O1 (centres undefined)	13
COc1ccc2nc3n(c(=O)c2c1)-c1ncccc1C(=O)NC3CC(C)C (centres undefined)	2
COc1ccccc1CNc1cccc(C)n1	-7
CC(=O)OC1C=CN(C(C)=O)C(SC(C)(C)C)C1(C)O (centres undefined)	5
COC(=O)c1cc(N/C(N)=N/c2nc(C)cc(C)n2)cc(C(=O)OC)c1	-7
C#Cc1cccc(C(=O)N(Cc2cccnc2)CC2CCCN(C3CCCCC3)C2)c1 (centres undefined)	-19
COc1cccc2c(=O)c3c(oc12)CCCC3	-5
C[C@H](CO)N1C[C@H](C)[C@H](CN(C)Cc2ccncc2)Oc2ncc(Br)cc2C1=O	4
Cc1cnc(C=O)c2cccc([N+](=O)[O-])c12	5
COc1ccccc1N1CCN(C(=S)NC(=O)c2ccc([N+](=O)[O-])cc2)CC1	-7
Cc1ccnc(SC2CC(=O)N(c3ccccc3)C2=O)n1 (centres undefined)	1
COCC(=O)N(C)C[C@H]1Oc2cc(Br)ccc2S(=O)(=O)N([C@H](C)CO)C[C@H]1C	-7
CC1Cc2ccccc2N1C(=O)Cn1cc(C(F)(F)F)ccc1=O (centres undefined)	-1
CCN(CC)C(=O)C1=C(C)N(CCC2=CCCCC2)C(=O)C(CC(=O)NC(c2ccccc2)c2ccccc2)C1 (centres undefined)	-15
C[C@@H]1CN([C@@H](C)CO)S(=O)(=O)c2ccc(Br)cc2O[C@H]1CN(C)C(=O)c1cccc(F)c1	12
CC(C)c1ccc(NC(=O)CN(C)C2=NS(=O)(=O)c3ccccc32)cc1	6
C[C@@H]1CN([C@H](C)CO)C(=O)CCCn2nncc2CO[C@@H]1CN(C)S(=O)(=O)c1ccc(Oc2ccccc2)cc1	-1
Cc1ccc(C(=O)NCc2ccc3c(c2)OCO3)c(Cl)c1	-7
CC(C)(CN1CCCN(CC(C)(C)C(=O)O)C1=O)C(=O)O	2
O=C(Cc1ccc(Cl)cc1)N/N=C/c1ccc(O)c(O)c1	-7
Cc1noc(C)c1CCC(=O)Nc1cc(Cl)ccc1C(=O)O	-11
O=C(Cn1nnc(-c2ccc(F)cc2)n1)NC(=O)NC1CCCCC1	7
O=C(Cn1sc2ccccc2c1=O)Nc1ccc(Br)cc1	-11
C[C@H](CO)N1C[C@H](C)[C@@H](CN(C)C(=O)Nc2ccnc(N3CCOCC3)c2)OCc2cnnn2CCCC1=O	-10
CCN(CC(=O)Nc1c(F)cccc1F)C(=O)c1cccn1C	-27
CCc1ccc(-n2c(=S)sc3c(=O)[nH]c(SCC(=O)NC4CCCCC4)nc32)cc1	-6
COc1ccc(CCN2CC(C(=O)NCCc3ncccc3C)CCC2=O)cc1 (centres undefined)	-1
O=Cc1cn(-c2ccccc2)nc1-c1cccc([N+](=O)[O-])c1	11
CN1CCn2cnc(C(=O)NCc3ccccc3)c2C1=O	2
COc1ccccc1C(=O)N/C(=C/c1ccc(Br)cc1)C(=O)N1CCOCC1	4
C[C@@H]1CN([C@@H](C)CO)C(=O)CCCn2nncc2CO[C@H]1CN(C)Cc1cccc(O)c1	-16
CCN1C(=O)[C@H]2[C@@H](c3ccc(C)cc3)N[C@]3(CCCN(Cc4ccc(C(F)(F)F)cc4)C3=O)[C@H]2C1=O	-7
Cc1ccn(CC(=O)NC2CCCN(Cc3ccccc3F)C2)n1 (centres undefined)	8
COc1cc2c(cc1OC)C(=O)C(c1ccc3c(c1)OCO3)CC2 (centres undefined)	6
c1ccc(COc2ncnc3c2ncn3CCCN2CCN(Cc3cccc4ccccc34)CC2)cc1	u
CCC(=O)N(C)C[C@H]1Oc2cc(-c3cccnc3)ccc2S(=O)(=O)N([C@H](C)CO)C[C@H]1C	3

Remaining list, next part:
SMILES	KCNH2 3.1 inh
C[C@H](CO)N1C[C@H](C)[C@@H](CN(C)S(=O)(=O)c2ccc(Cl)cc2)OCc2cnnn2CCCC1=O	10
COc1ccc(S(=O)(=O)N2CCOCC2)cc1NC(=O)CN1C(=O)NC2(CCC(C)CC2)C1=O (centres undefined)	-12
O=C1NC(Cc2ccc(O)cc2)c2nc3ccc(F)cc3c(=O)n2-c2ncccc21 (centres undefined)	10
C[C@@H]1CN([C@@H](C)CO)C(=O)c2cc(Br)cnc2O[C@H]1CN(C)Cc1cccnc1	19
CCOC(=O)C1CN(C(=O)OCC)CC1=NNC(N)=O (centres undefined)	3
C[C@@H]1CN([C@@H](C)CO)S(=O)(=O)c2ccc(Br)cc2O[C@@H]1CN(C)C(=O)C1CC1	9
Cc1ccccc1C(=O)N(C)[C@H]1C[C@H]2c3[nH]c4ccccc4c3CCN2C(=O)[C@H]1[C@H](C)O	-2
C[C@H](CO)N1C[C@H](C)[C@@H](CN(C)S(=O)(=O)c2ccc(-n3cccn3)cc2)OCc2cnnn2CCCC1=O	-2
CC(C)CN(C(=O)CSc1nnc(-c2cccs2)n1C1CC1)C1CCS(=O)(=O)C1 (centres undefined)	-2
C[C@H]1CN([C@@H](C)CO)C(=O)CCCn2cc(nn2)CO[C@@H]1CN(C)S(=O)(=O)c1ccc(C#N)cc1	9
C=CCN(c1ccccc1OC)S(=O)(=O)c1ccc(Cl)c(C(=O)NCc2ccco2)c1	-3
Cc1ccccc1OCC(=O)OCC(=O)NC1CCCC(C)C1C (centres undefined)	10
Cc1ccc(S(=O)(=O)C=CS(=O)(=O)c2ccc(C)cc2)cc1	-50
C[C@H]1CN([C@@H](C)CO)C(=O)CCCn2nncc2CO[C@H]1CN(C)C(=O)NC1CCCCC1	3
O=C(c1ccc(F)cc1)C1CCN(Cc2ccccc2F)CC1	-7
C[C@H](CO)N1C[C@H](C)[C@H](CN(C)Cc2cccc(F)c2)Oc2ncc(Br)cc2C1=O	10
COc1ccccc1CN1CCNC(=O)C1CC(=O)N(C)C1CCOCC1 (centres undefined)	7
CC(=O)Nc1ccc(C(C#N)=Cc2ccc(N(C)CCC#N)cc2)cc1	-15
COC(=O)c1cc(NC(=O)CC(=O)c2cccc(N)c2)cc(C(=O)OC)c1	-2
Cc1ccc(S(=O)(=O)NN=C2CC3CC2C2CCCC32)cc1 (centres undefined)	8
O=C(Nc1ccc(N2CCOCC2)cc1)C1CCN(S(=O)(=O)c2cccc(C(F)(F)F)c2)CC1	7
COc1cccc(-c2cccc(NC(=O)C3CCN(CCCn4cccn4)CC3)c2)c1	-18
COc1cccc(S(=O)(=O)N(C)C[C@H]2OCc3cnnn3CCCC(=O)N([C@H](C)CO)C[C@H]2C)c1	-22
COc1ccc(NC(=O)CSc2nnnn2-c2cccc(OC)c2)cc1	6
Cc1cc(Cl)ccc1C(=O)C1CCCN(C(=O)c2ccc3c(c2)OCO3)C1 (centres undefined)	2
CNC[C@@H]1Oc2cc(Br)ccc2S(=O)(=O)N([C@H](C)CO)C[C@H]1C	7
COc1ccc(NC(=O)C[C@H]2C(=O)N(Cc3ccccc3)C[C@@H]2Cc2ccccc2)cc1	-9
COC[C@H](NS(=O)(=O)c1ccc(Br)cc1F)[C@@H](O)c1ccccc1	6
CCC(=O)Nc1cc(OC)c(NC(=S)Nc2ccccc2CC)cc1OC	11
CCc1ccc(CN(C)C(=O)c2cc(COc3cncc(Cl)c3)on2)cc1	-2
COc1cc(C=Cc2nnc3c4ccccc4cnn23)cc(OC)c1OC	-5
Cc1cccc(S(=O)(=O)N(C)C[C@H]2OCc3cnnn3CCCC(=O)N([C@@H](C)CO)C[C@H]2C)c1	36
COc1cc(/C=C2/SC(=S)N(CC(=O)NNC(=O)c3ccc(F)cc3)C2=O)cc(OC)c1OC	u
O=C(c1cccs1)N1C[C@@H](O)[C@H](n2cc(C3CC3)nn2)C[C@@H]1c1ccccc1	-3
CN(CC1CCCN(CCc2ccccc2F)C1)C(=O)c1cc2ccccc2o1 (centres undefined)	-35
CC(C)C1C(=O)N(Cc2cn(CCC3OCCO3)nn2)CCS(=O)(=O)N1Cc1ccc(-c2cccc(CO)c2)cc1 (centres undefined)	3
Nc1ccccc1SC(CC(=O)c1ccccc1)c1ccccc1 (centres undefined)	-8
COC(=O)C[C@H]1C[C@@H]2c3cc(N(C)C)ccc3O[C@@H]2[C@H](CO)O1	2
COc1ccc(NC(=O)N(C)C[C@@H]2OCc3cnnn3CCCC(=O)N([C@@H](C)CO)C[C@H]2C)c(OC)c1	6
CC1=C(C(=O)N(C)C)CC(CC(=O)NCCN2CCOCC2)C(=O)N1Cc1ccccc1 (centres undefined)	-17
O=C(Nc1ncccc1O)c1ccc(Cl)c(S(=O)(=O)N2CCCC2)c1	6
N#Cc1ccsc1NC(=O)c1ccc2ncsc2c1	8
CN1C(=O)CN(CCN2CC(=O)N(C)C(=O)C2)CC1=O	7
CC1CCCCN1CCCNC(=O)c1ccc2c(c1)NC(=O)CN2C (centres undefined)	5
Cc1ccc([C@H]2C[C@H](n3cc(COC(=O)c4ccccc4)nn3)[C@@H](O)CN2CC2CCCCC2)cc1	4
Nc1ccccc1CCc1ccccc1N	3
CCN(c1ccccc1)S(=O)(=O)c1ccc(OC)c(NC(=O)c2ccco2)c1	u
CCCC1NC(=O)c2cc3ccccc3cc2-n2c1nc1cc(Cl)ccc1c2=O (centres undefined)	u
Cc1ccsc1/C=C1\Oc2cc(O)ccc2C1=O	8
O=C(C[C@@H]1C[C@H]2c3cc(NC(=O)NC4CCCCC4)ccc3O[C@H]2[C@H](CO)O1)NC1CCCCC1	4
Cc1ccc([C@H]2C[C@@H](n3cc(COC(=O)c4ccccc4)nn3)[C@H](O)CN2C(=O)c2cccs2)cc1	-5

In a second layout: 15 of the compounds above
canonical_smiles,KCNH2 3.1 inh
CCN1CCN(c2sc(S(=O)(=O)CC)nc2S(=O)(=O)c2ccc(C)cc2)CC1,-11
Nc1c(C(=O)Nc2ccccc2)sc2nc(N3CCOCC3)c3c(c12)CCCC3,10
C[C@@H]1CN([C@H](C)CO)C(=O)CCCn2nncc2CO[C@@H]1CN(C)S(=O)(=O)c1cccc(C#N)c1,-103*
C[C@@H]1CN([C@@H](C)CO)C(=O)CCCn2nncc2CO[C@H]1CN(C)Cc1ccncc1,-12
C[C@H](CO)N1C[C@H](C)[C@@H](CN(C)S(=O)(=O)c2ccccc2)OCc2cnnn2CCCC1=O,15
COC(=O)C[C@H]1C[C@H]2c3cc(NS(=O)(=O)c4ccc(OC)cc4)ccc3O[C@H]2[C@H](CO)O1,1
CC(=O)Nc1ccc(S(=O)(=O)NC(C)C(=O)OCC(=O)Nc2ccc(F)cc2Cl)cc1 (centres undefined),8
CCOc1ccc(NC(=O)c2cccc(S(=O)(=O)NCc3cccnc3)c2)cc1,3
COc1ccccc1CCC(=O)Nc1ccc(S(=O)(=O)Nc2ncccn2)cc1,4
CC(=O)Nc1ccc(NC(=O)COc2cccc3ccccc23)cc1,-6
C[C@@H]1CN([C@H](C)CO)C(=O)CCCn2nncc2CO[C@H]1CN(C)S(=O)(=O)c1ccc(-n2cccn2)cc1,9
NC(=O)c1ccc(NS(=O)(=O)c2ccc(S(=O)(=O)N3CCCC3)cc2)cc1,15
COC1CC(=O)C2OC(c3ccccc3)OCC2O1 (centres undefined),32
COc1cc2c(cc1CNC[C@H]1O[C@@H](n3cc(C)c(=O)[nH]c3=O)C[C@@H]1O)OCO2,4
C=CCn1c(C)nnc1SCC(=O)N1c2ccccc2NC(=O)C1(C)C,0
